ALOX15B inhib: blocks human 15-lipoxygenase 2 activity; O15296; purified 15hLO-2, xylenol orange hydroperoxide absorbance; Potency, µM (highest dose often 57.1 µM), without a hit: at the highest dose activity change, negative = inhibition, most hits filed as inhibitors; 110,000 compounds, 0.56% hits; further: potency means the concentration at half of the fitted maximal effect; nearly all actives have a fitted effect of over 60% in size; many of its hits are not listed in these tables
Target sequence (O15296 whole entry, looked up): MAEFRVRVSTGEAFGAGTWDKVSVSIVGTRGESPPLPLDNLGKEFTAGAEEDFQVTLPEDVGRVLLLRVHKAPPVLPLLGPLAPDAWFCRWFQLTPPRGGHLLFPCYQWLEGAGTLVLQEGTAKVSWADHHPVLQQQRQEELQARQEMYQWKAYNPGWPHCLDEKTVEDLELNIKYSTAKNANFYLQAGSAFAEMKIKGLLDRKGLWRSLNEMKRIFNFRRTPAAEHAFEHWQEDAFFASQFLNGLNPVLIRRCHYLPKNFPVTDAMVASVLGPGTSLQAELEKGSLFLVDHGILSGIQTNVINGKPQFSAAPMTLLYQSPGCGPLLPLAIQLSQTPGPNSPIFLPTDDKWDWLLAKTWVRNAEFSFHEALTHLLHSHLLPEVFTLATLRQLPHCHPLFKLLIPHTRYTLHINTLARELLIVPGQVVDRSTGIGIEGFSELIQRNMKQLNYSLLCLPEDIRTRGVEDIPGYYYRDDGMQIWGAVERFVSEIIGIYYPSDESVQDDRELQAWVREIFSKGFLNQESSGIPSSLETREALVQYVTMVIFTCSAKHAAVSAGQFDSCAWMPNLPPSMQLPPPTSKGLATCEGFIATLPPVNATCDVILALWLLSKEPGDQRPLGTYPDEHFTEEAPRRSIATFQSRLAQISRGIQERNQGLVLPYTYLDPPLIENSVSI
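Enzyme 50 nM, AA 45 uM, 25 mM Hepes pH 7.5 + 0.01% Triton X-100; cpd preinc 15 min RT, rxn 90 min RT; stop/detect with 200 uM XO + 300 uM Fe(II) in 50 mM H2SO4, 30 min; A573/A405.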
12-hLO inh: inhibitors of human 12-lipoxygenase (ALOX12). 150,000 compounds, 0.12% hits. P18054. AID 1452. purified 12-hLO, xylenol orange hydroperoxide absorbance. Potency, µM (titrated, usually from 57.1 µM), inactives show top-dose activity change, negative = inhibition, most hits filed as inhibitors; further: potency means the concentration at half of the fitted maximal effect; nearly all actives have a fitted effect of over 55% in size; many of its hits are not listed in these tables
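Hydroperoxide formation by human 12-lipoxygenase from 40 uM arachidonic acid was followed colorimetrically via ferric-xylenol orange complex, using the 573/405 nm absorbance ratio. Enzyme concentration was 150 nM, with 30 min reaction at room temperature.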
PNC inhibitor: inhibitors of perinucleolar compartment assembly | PC3M PTB-GFP, PNC prevalence imaging, 16 h; stronger effect = lower value | activity change (PNC), negative = inhibition, % at 10 µM | 140,000 compounds, 3.1% hits;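 active means readout at or below -70, meaning at least 70% loss of cells showing the perinucleolar compartment, a nuclear body marking cancer cells; inconclusive means readout between -30 and a set limit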;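 further: plate controls were DMSO wells for no effect and camptothecin positive control wells for full effect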
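Read-out is percentage of cells bearing a perinucleolar compartment, from automated 20x imaging of fixed, Hoechst-stained PC3M PTB-GFP cells. Cells were seeded 4 h, then exposed 16 h to compound (23 nl of library stock) in duplicate plates.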
IMPase cell inh: cell-permeable inhibitors of inositol monophosphatase (IMPase); P97697; CHO-M1 cells, IP1 accumulation, HTRF TR-FRET ratio; inhibition (IP1 accumulation), % at 46.1 µM; 120,000 tested, under 10 active; AID 901; active means well fitted curve in the direction sought with a large enough effect in the signal ratio, not every such curve was filed as active; inconclusive means small, poorly fitted or top-dose-only effect, or a change in a side signal; inactive means no such curve, though single readings can be large or run the other way; the % refers to the signal ratio;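 further: cells stimulated with carbachol in lithium chloride buffer; plate controls were DMSO basal wells for no effect and reference inhibitor wells for full effect; higher means more IMPase inhibition seen as more IP1 and lower FRET ratio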
Target sequence (P97697 whole entry, looked up): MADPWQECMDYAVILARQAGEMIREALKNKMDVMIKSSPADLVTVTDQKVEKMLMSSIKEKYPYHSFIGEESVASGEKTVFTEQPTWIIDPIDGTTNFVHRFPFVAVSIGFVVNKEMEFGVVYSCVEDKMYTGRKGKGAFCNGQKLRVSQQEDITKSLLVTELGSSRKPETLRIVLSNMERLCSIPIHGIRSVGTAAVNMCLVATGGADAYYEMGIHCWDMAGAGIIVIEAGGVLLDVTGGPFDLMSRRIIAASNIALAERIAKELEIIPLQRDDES
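Measured: the HTRF emission ratio (665/620 nm) plus the 620 nm donor channel, each fitted to the Hill equation to give AC50. Cells were CHO-M1 given compounds up to 46 uM and a 30 min carbachol stimulation at 37C.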
Starred values were filed as active, the others as inactive; ? = inconclusive; nt = no result given; & = joins results of further samples; [ ] = dose if it differs, or a comment. Unless noted, the call rests on the fitted dose curve; in most records, active means well fitted curve in the direction sought with a large enough effect; inconclusive means small, poorly fitted or top-dose-only effect, or another doubt; inactive means no such curve, though single readings can be large; an effect the other way counts as inactive or inconclusive. Unless noted, on the % scale 0 is the no-effect control and ±100 the full control effect. A portion of the library; the hit share may differ from the screen's.

The first four records, to show the layout:
SMILES	ALOX15B inhib	12-hLO inh	PNC inhibitor	IMPase cell inh
O=C(c1ncc[nH]1)c1ccco1	-4%	-6%	2	-3
O=C(Cc1ccc(Cl)cc1)N/N=C/c1c(Cl)cccc1Cl	nt	-1%	32	nt
COc1cc(C(=O)O)ccc1O	nt	0%	12	nt
Cc1ccc(-n2c(CSc3nc(C)cc(C)n3)nnc2SCC(=O)NCc2ccco2)cc1	-12%	-1%	66	7

The listing, from the start:
SMILES	ALOX15B inhib	12-hLO inh	PNC inhibitor	IMPase cell inh
O=C(c1ncc[nH]1)c1ccco1	-4%	-6%	2	-3
O=C(Cc1ccc(Cl)cc1)N/N=C/c1c(Cl)cccc1Cl	nt	-1%	32	nt
COc1cc(C(=O)O)ccc1O	nt	0%	12	nt
Cc1ccc(-n2c(CSc3nc(C)cc(C)n3)nnc2SCC(=O)NCc2ccco2)cc1	-12%	-1%	66	7
CC(C)CNS(=O)(=O)c1ccc(CCC(=O)O)cc1	0%	-1%	?	-5
CCOCCn1c(N2CCN(c3ccccc3)CC2)nc2c1c(=O)n(C)c(=O)n2C	0%	1%	?	4
COCCNC(=S)N/N=C(\C)c1cccc([N+](=O)[O-])c1	nt	-4%	?	nt
Cc1cc2nc(C)n(CCCNC(=O)Nc3ccc(F)cc3)c2cc1C	48%[activator]	4%	?	6
O=C(/C=C/c1cccc([N+](=O)[O-])c1)NCCN1C(=O)S/C(=C\c2ccc(F)cc2)C1=O	nt	-1%	38	nt
O=C(Nc1ccc(N2C(=O)c3cccc4cccc(c34)C2=O)cc1)c1ccc(N2CCCCC2)c([N+](=O)[O-])c1	nt	0%	12	nt
Cc1ccccc1NC(=O)C(=O)NCCc1ccccc1	nt	0%	?	nt
Cn1cc(Br)c(C(=O)NNC(=O)c2ccccc2)n1	nt	1%	21	nt
COc1cccc(N2CCN(c3ccc(S(=O)(=O)N4CCCC4)cc3)CC2)c1	?	0%	-1	2
CCCCn1c(=O)[nH]c2ccccc21	6%	-3%	-1	-1
COc1cccc2cc(C(=O)Nc3cccc(C)n3)c(=O)oc12	-1%	-1%	?	2
CC(C)COC(=O)Nc1nnc(SCc2ccccc2F)s1	-10%	1%	-29	0
CCOC(=O)c1cc(C)sc1NC(=O)CCC(=O)O	-1%	-4%	28	0
COc1ccccc1OCCNC(=O)c1cc(F)c(F)cc1Cl	nt	6%	30	nt
COc1ccc(C(=O)Nc2c(Cl)cc(Cl)cc2C(=O)NCc2ccco2)cc1	nt	12%	?	-7
O=c1/c(=C/c2ccco2)sc2nc(-c3ccccc3Br)nn12	-21%	-30%	-6	4
CCn1cc(C(=O)N2CCN(C(=O)c3ccco3)CC2)c2cc(OC)c(OC)cc2c1=O	-1%	-7%	?	-5
CCOC(=O)Cc1c(C)nc2c(-c3cccc(Br)c3)cnn2c1C	nt	-2%	-17	nt
Cc1cc(C)c(-c2cc(NC(=O)COC(=O)c3ccc(CO)cc3)n(-c3ccccc3)n2)cc1C	nt	2%	29	nt
Cn1c(=O)c2c(ncn2CC(O)CNc2ccc(Br)cc2)n(C)c1=O (configuration not stated)	-5%	5%	-4	-9
CCC(=O)N1CCN(C(=O)CC)C1c1ccccc1	0%	4%	14	7

Continuation.
SMILES	ALOX15B inhib	12-hLO inh	PNC inhibitor	IMPase cell inh
Cc1cc(C)n2cc(CSC3=NCCS3)nc2n1	0%	-4%	?	2
Cc1ccc(Nc2nc(N)nc(CN3CCN(c4ccccc4F)CC3)n2)cc1	54%[activator]	1%	17	-9
CS(=O)(=O)N1CCN(CC2CC3C=CC2C3)CC1 (configuration not stated)	-17%	-1%	-89*	-1
CC1(C)Cc2c(C#N)c(NCCN3CCOCC3)nc(-c3ccco3)c2CO1	11%	-3%	?	7
C=CCc1ccccc1OCC(O)CN(C(C)C)C(C)C (configuration not stated)	10%	-1%	0	?
CN(C)c1ccc(-c2cc(NCc3cccnc3)ncn2)cc1	-1%	-4%	nt	nt
CC(C)C12CN3CC(C(C)C)(CN(C1)C3c1ccc3c(c1)OCO3)C2=O (configuration not stated)	15%	-6%	7	8
CCOc1ccc(S(=O)(=O)N(CC(=O)NCC(F)(F)F)Cc2ccco2)cc1	nt	3%	52	nt
O=C(Nc1ccccc1N1CCN(c2ccccc2)CC1)c1cccc(F)c1	2%	1%	43	3
CCC(C(=O)OCC(=O)Nc1ccccc1-c1ccccc1)c1ccccc1 (configuration not stated)	nt	-3%	102	nt
C/C(CC(=O)Nc1ccc(Cl)cc1)=N\NC(=O)C(=O)NCCO	nt	-2%	-82*	4
CCC(C)[C@H](NC(=O)Nc1cccc(OC)c1)C(=O)OC (some centres not stated)	-5%	-1%	33	-7
Cc1ccc(/C=C/C(=O)c2c(C)nc3ccccn23)cc1	48%[activator]	0%	72	-1
CN(C)S(=O)(=O)c1ccc(C(=O)Nc2cc(=O)n(C)c(=O)n2C)cc1	nt	-1%	-21	nt
Cc1ccc(C)c(Nc2c([N+](=O)[O-])cc(C(=O)N3CC(=O)Nc4ccccc43)cc2[N+](=O)[O-])c1	-17%	-6%	-17	3
CC(C)Nc1nc(NC(C)C)nc(Oc2ccc(/C=N/O)cc2)n1	14%	-1%	21	8
O=c1nc2ccccc2c2n1CC(CN1CCN(c3cccc(Cl)c3)CC1)N2 (configuration not stated)	nt	8%	-22	-2
CCCCCOc1ccccc1C(=O)NCCCC(=O)O	1%	5%	21	8
O=C(CC1CCCCC1)Nc1ncn[nH]1	39%[activator]	5%	21	0
COC(=O)C1=C(C)NC(C)=C(C(=O)OCCN(C)Cc2ccccc2)C1c1cccc([N+](=O)[O-])c1 (configuration not stated)	42%[activator]	2%&-6%	21	nt
Cc1cccc(C(=O)NC2CCN(CC(=O)N3CCOCC3)CC2)c1	-3%	1%	23	2
CN1C(=O)/C(=C/C=C2\SCCN2C)SC1=S	nt	1%	39	-3
O=C1C=C(Nc2nc(C(=O)O)cc(=O)[nH]2)c2ccccc2C1=O	-2%[11.4 µM]	-6%[11.4 µM]	nt	nt
CCOC(=O)C(NC(=O)c1ccccc1)(OCc1ccc(F)cc1)C(F)(F)F (configuration not stated)	nt	-1%	-5	nt
C=C(C)c1nc2cc(OC)c(OC)cc2c(=O)o1	0%	-4%	?	6

The listing continues:
SMILES	ALOX15B inhib	12-hLO inh	PNC inhibitor	IMPase cell inh
CC(=O)NC(CCS(C)(=O)=O)C(=O)Nc1cccc2ccccc12 (configuration not stated)	-5%	10%	-19	4
CCc1ccccc1N(CC)C(=O)c1cn(CC)c(=O)c2cc(OC)c(OC)cc12	-3%	-3%	-6	-5
O=C(NCc1ccc2c(c1)OCO2)c1cccs1	-2%	3%	-26	2
CC(NC(=O)CSc1cccc(C(F)(F)F)c1)c1ccccc1 (configuration not stated)	nt	-7%	-14	nt
CCOC(=O)c1sc(NC(=O)CSc2nnc(Cc3ccccc3)o2)c(C(=O)OCC)c1C	0%	8%	-6	11
Cc1ccc(S(=O)(=O)NCC(=O)N(CC(=O)NCc2ccccc2)CC2CCCO2)cc1 (configuration not stated)	-1%	-4%	11	1
CCCCNC(=O)n1c(=O)oc2ccc(Cl)cc21	0%	2%	94	-5
CC(=O)Nc1c(C(=O)N2CCOCC2)cnn1-c1ccc(C)c(C)c1	0%	0%	15	4
Cc1ccc(C(=O)CC2SC(N)=NC2=O)cc1 (configuration not stated)	3%	-2%	18	-4
CCOc1cc(C(=O)Nc2cccc3ncccc23)cc(OCC)c1OCC	4%	4%	-3	5
CCOC(=O)CSc1nc2cc(C(=O)NCC3CCCO3)ccc2c(=O)n1Cc1ccco1 (configuration not stated)	5%	-2%	-88*	7
CSc1ccc(Cc2ccc(Cl)cc2Cl)nn1	-12%	-12%	3	4
COC(=O)c1ccccc1OCCOc1ccccc1C(=O)OC	-19%	4%	129	7
COc1ccc(N2CCN(CCNC(=O)CCS(=O)(=O)c3cccc4nsnc34)CC2)cc1	nt	-5%	37	nt
CCCCc1nc(Cl)c(C#N)c2c1CCCC2	nt	3%	4	nt
Cc1cccc(OC(=O)c2sc(Cl)nc2C)c1	nt	-4%	10	nt
COc1ccc2nc(Nc3nc4ccc(NC(C)=O)cc4s3)sc2c1	nt	-1%	-13	nt
CCC(=O)N1CCN(c2ccc(NC(=O)c3cc4ccccc4o3)cc2Cl)CC1	8%	3%	?	19
COc1ccc(/C=C(/C#N)C(=O)Nc2cc(C)ccc2C)cc1C(=O)O	-5%	-8%	20	-7
CC(=O)N(CC1CCCO1)C1(C(=O)NC2CCCC2)CCCCC1 (configuration not stated)	0%	0%	-24	3
CCCCC(=O)N(c1ccc(C)c(C)c1)C1C=CS(=O)(=O)C1 (configuration not stated)	2%	0%	61	5
Cn1c(=O)[nH]c(=O)c2c1nc(N1CCCCCC1)n2CCSc1nc2ccccc2[nH]1	-7%	-1%	35	-1
COc1ccc(NC(=O)C2C3C=CC(C3)C2C(=O)NCc2ccco2)c(OC)c1 (configuration not stated)	nt	-1%	13	6
Cc1nnc2n(Cc3ccccc3)c(=O)c3c4c(sc3n12)CN(Cc1ccccc1)CC4	?	-24%	-4	10
O=C(Nc1nn(Cc2ccc(Cl)cc2)cc1Br)c1ccc(COc2ccccc2Cl)o1	-5%	-2%	15	?

Reprinted at random: seven compounds from above, in no set order.
SMILES	ALOX15B inhib	12-hLO inh	PNC inhibitor	IMPase cell inh
CC(C)COC(=O)Nc1nnc(SCc2ccccc2F)s1	-10%	1%	-29	0
O=C(NCc1ccc2c(c1)OCO2)c1cccs1	-2%	3%	-26	2
COC(=O)c1ccccc1OCCOc1ccccc1C(=O)OC	-19%	4%	129	7
COc1ccc(NC(=O)C2C3C=CC(C3)C2C(=O)NCc2ccco2)c(OC)c1 (configuration not stated)	nt	-1%	13	6
COc1cccc(N2CCN(c3ccc(S(=O)(=O)N4CCCC4)cc3)CC2)c1	?	0%	-1	2
CN(C)c1ccc(-c2cc(NCc3cccnc3)ncn2)cc1	-1%	-4%	nt	nt
CC(C)CNS(=O)(=O)c1ccc(CCC(=O)O)cc1	0%	-1%	?	-5

Going on with the list:
SMILES	ALOX15B inhib	12-hLO inh	PNC inhibitor	IMPase cell inh
CCCc1ccc(OCC(=O)NNC(=S)NC(=O)c2ccco2)cc1	-10%	-3%	-6	3
Cc1ccc(NC(=O)N(C2CCCCC2)C(C)c2cccnc2)cc1C (configuration not stated)	16%	7%	?	2
COc1ccc(/C=N/Nc2nnc(Cc3ccc(OC)c(OC)c3)c(=O)[nH]2)cc1	nt	1%	-10	nt
CNCC[C@H](Oc1ccccc1OC)c1ccccc1	44%[activator]	-2%	nt	12
CCC(=NCc1ccc(Cl)c(Cl)c1)c1nc(-c2ccco2)oc1O	nt	4%	7	nt
O=C1COc2ccc(C(=O)/C=C/c3ccccc3)cc2N1	nt	4%	-6	nt
COc1cc(Cl)c(C)cc1NC(=O)CSC	-5%	-4%	?	5
NS(=O)(=O)c1ccc(CNC(=O)/C=C/c2cccc(Cl)c2)cc1	nt	-3%	-18	-5
O=C(O)c1cccc(C(=O)O)c1S(=O)Cc1ccccc1 (configuration not stated)	-3%[11.4 µM]	2%[11.4 µM]	nt	nt
COc1ccccc1OCc1ccc(C(=O)Nc2ccncc2)o1	0%	-3%	23	8
N#C/C(=C1/CCCCCN1)c1nnc2n1CCCCC2	-6%	3%	45	6
CCCS(=O)(=O)c1c(S(=O)(=O)CCC)c2c(C)cccn2c1C(=O)OC	-14%	7%	-8	6
Cc1ccc(N(CCC(=O)O)S(=O)(=O)c2ccc(C)cc2)cc1	nt	-1%	-7	nt
O=C(CN1CCOCC1)Nc1c2c(nc3c1CCC3)CCC2	-2%	0%	34	0
Cc1ccc(C(=O)N/C(=C/c2cccs2)C(=O)N2CCCCCC2)cc1	-9%	-1%	?	-5
COC(=O)c1cc(-c2c(C)oc3cc(O)ccc3c2=O)c(C)o1	nt	2%	108	3
